Screening results as filed in PubChem.
Bim-Bcl-B – inhibitors of Bim-Bcl-B binding, primary screen, biochemical, multiplexed, human Bcl-2 family; AID 951, 2007; inhibition, % at 10 µM; bead-based flow cytometry, Bim peptide-Bcl-B binding; 0.073% of 190,000 active;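 further: 0% = tracer peptide without compound and 100% = reference inhibitor peptide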
Target sequence (Q9HD36 whole entry, looked up): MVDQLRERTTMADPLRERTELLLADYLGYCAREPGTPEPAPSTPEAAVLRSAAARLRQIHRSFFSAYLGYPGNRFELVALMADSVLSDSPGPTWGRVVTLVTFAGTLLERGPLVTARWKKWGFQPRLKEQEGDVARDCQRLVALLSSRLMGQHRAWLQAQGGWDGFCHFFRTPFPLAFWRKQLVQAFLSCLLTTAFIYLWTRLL
Bim-Bcl-W – inhibitors of Bim binding to Bcl-W, primary screen, biochemical, multiplexed, bead-based flow cytometry; Bim peptide-Bcl-W binding; inhibition, % at 10 µM; 0.02% of 190,000 active; AID 952, 2007;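 further: 0% = bound tracer without compound and 100% = peptide blocker; higher means less fluorescent Bim peptide bound to Bcl-W beads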
Target sequence (Q92843 whole entry, looked up): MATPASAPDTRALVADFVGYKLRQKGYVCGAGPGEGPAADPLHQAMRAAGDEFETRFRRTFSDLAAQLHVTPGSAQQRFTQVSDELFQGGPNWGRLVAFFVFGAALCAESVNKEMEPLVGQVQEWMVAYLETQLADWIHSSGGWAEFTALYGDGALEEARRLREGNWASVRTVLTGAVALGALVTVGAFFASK
Bcl-XL Bim block – inhibitors of Bim-Bcl-XL binding, primary screen, biochemical, multiplexed, bead flow cytometry, human Bcl-XL | Bcl-2-like protein 1 (Homo sapiens), Q07817 | Bim peptide-Bcl-XL binding, fluorescence | inhibition, % at 10 µM | 0.04% of 190,000 active | AID 1007, 2008
ABCG2 block – ABCG2 efflux pump inhibitors, primary screen, multiplex with ABCB1, IgMXP3 cells, flow cytometry; JC-1 efflux; inhibition, % at 6.6 µM; 0.1% of 190,000 active;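 active means inhibition above 80%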;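 further: 0% = DMSO and 100% = nicardipine control wells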
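Measure – % inhibition of efflux relative to nicardipine and DMSO · Test system – ABCG2 IgMXP3 and barcoded ABCB1 CCRF-Adr cell mix · Control set – nicardipine as high control, DMSO as low control · Compound – one concentration, 6.6 µM final · Signal – flow cytometry of retained JC-1 fluorescence · Timing – 10 min exposure at 25 °C with rotation, no wash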
ABCB1 block – ABCB1 efflux pump inhibitors, primary screen, cell-based, multiplex, flow cytometry, ABCG2 counter-screen; ATP-dependent translocase ABCB1 (Homo sapiens), P08183; CCRF-Adr cells, JC-1 efflux; inhibition, % at 6.6 µM; 0.067% of 190,000 active; AID 1326, 2008; in the data active means inhibition above about 40%;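 further: 0% = vehicle and 100% = reference inhibitor; higher value means more JC-1 retained so stronger ABCB1 efflux block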
RGS8-Gao reg – RGS8-Galphao binding modulators, primary screen, biochemical, multiplexed bead flow cytometry; 0.34% of 220,000 active; response (percent of control binding), % at 10 µM; actives lie on both sides; Guanine nucleotide-binding protein G(o) subunit alpha (Homo sapiens), P09471; in the data active means response below about 60% or above about 140%; inactive means in between;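 further: Galphao activated as the GDP aluminium fluoride complex binding bead-coupled RGS8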
Target sequence (P09471 whole entry, looked up): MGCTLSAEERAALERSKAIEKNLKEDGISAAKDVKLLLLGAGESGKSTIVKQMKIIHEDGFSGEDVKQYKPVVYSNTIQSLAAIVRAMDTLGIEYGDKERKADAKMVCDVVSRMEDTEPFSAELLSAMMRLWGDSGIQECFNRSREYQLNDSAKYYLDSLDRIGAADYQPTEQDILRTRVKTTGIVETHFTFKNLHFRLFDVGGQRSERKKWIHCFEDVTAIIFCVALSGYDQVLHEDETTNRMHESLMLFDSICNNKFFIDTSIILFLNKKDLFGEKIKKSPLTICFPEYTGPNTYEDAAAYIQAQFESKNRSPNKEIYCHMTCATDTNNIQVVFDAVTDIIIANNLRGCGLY
Bim-Mcl-1 – inhibitors of Bim peptide binding to Mcl-1, primary screen, biochemical, bead-based flow cytometry, multiplex. Induced myeloid leukemia cell differentiation protein Mcl-1 (Homo sapiens), Q07820. Bim peptide-Mcl-1 binding. inhibition, % at 10 µM. 0.1% of 190,000 active. AID 1009, 2008;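 further: 0% = no compound tracer wells and 100% = peptide blocker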
Bim-Bfl-1 – inhibitors of Bim binding to Bfl-1, primary screen, biochemical, multiplexed, bead-based flow cytometry; Bcl-2-related protein A1 (Homo sapiens), Q16548; Bim-Bfl-1 binding inhibition; inhibition, % at 10 µM; 0.12% of 190,000 active;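 further: 0% = wells without compound plus tracer and 100% = blocker peptide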
RGS7-Gao – RGS7-Galphao binding modulators, primary screen, biochemical, multiplexed bead flow cytometry; binding response (% of control), % at 10 µM; 0.35% of 220,000 active; actives lie on both sides; in the data active means binding response below about 49% or above about 150%; inconclusive means no clear call, values can overlap the other calls; inactive means in between;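 further: fluorescent Galphao held in activated GDP-AlF4 state binding bead-coupled RGS7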
Bim-Bcl-2 – inhibitors of Bim-Bcl-2 binding, primary screen, biochemical, multiplexed, human Bcl-2 family; Bead-based flow cytometry, Bim peptide-Bcl-2 binding; inhibition, % at 10 µM; 0.06% of 190,000 active; AID 950, 2007; in the data active means inhibition above about 40%; inconclusive means no clear call, values can overlap the other calls;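 further: 0% = no compound wells with probe peptide and 100% = reference peptide inhibitor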
Target sequence (P10415 whole entry, looked up): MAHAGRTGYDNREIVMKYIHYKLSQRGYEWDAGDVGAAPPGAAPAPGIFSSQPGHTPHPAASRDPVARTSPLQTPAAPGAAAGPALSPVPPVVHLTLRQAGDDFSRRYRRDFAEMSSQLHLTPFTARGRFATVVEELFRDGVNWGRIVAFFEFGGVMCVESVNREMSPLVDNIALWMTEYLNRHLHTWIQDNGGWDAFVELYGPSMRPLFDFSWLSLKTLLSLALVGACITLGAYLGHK
RGS4-Gao reg – modulators of RGS4 binding to Galphao, primary screen, biochemical, multiplexed bead flow cytometry; Guanine nucleotide-binding protein G(o) subunit alpha (Homo sapiens), P09471; actives lie on both sides; binding response (% of control), % at 10 µM; 0.33% of 220,000 active; AID 1415, 2008; in the data active means binding response below about 49% or above about 150%; inactive means in between;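 further: fluorescent Galphao activated with aluminum fluoride binding bead-coupled RGS4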
Numbers without * were called inactive; ? = inconclusive. Unless noted, no stated cut-off is given here; in the data, active means inhibition above about 40%.

SMILES	Bim-Bcl-B	Bim-Bcl-W	Bcl-XL Bim block	ABCG2 block	ABCB1 block	RGS8-Gao reg	Bim-Mcl-1	Bim-Bfl-1	RGS7-Gao	Bim-Bcl-2	RGS4-Gao reg
O=C(NCc1cccs1)N[C@@H](Cc1ccccc1)C(=O)O	2	1	-2	0	0.2	101	4	2	101	3	102
C=CCNC(=O)/C(C#N)=C/c1ccccc1[N+](=O)[O-]	-9	-7	-8	36	-0.1	97	-8	-5	98	-7	100
Cc1ccc(S(=O)(=O)NNC(=O)c2ccccc2O)cc1	-4	0	-3	2	0.5	101	-1	-14	101	-9	100
CSc1ccccc1NC(=O)COc1ccc(Cl)cc1	-5	-3	-4	2	0.7	106	-3	0	101	0	101
O=C(Nc1ccc2c(c1)OCCO2)C1CCN(C(=O)c2ccc(F)cc2)CC1	2	0	0	5	0.1	104	-1	1	108	2	105
COc1ccc(CC(=O)Nc2c3c(nn2-c2cccc(Cl)c2)CS(=O)(=O)C3)cc1	-7	1	2	2	0.8	101	-1	-10	100	-7	102
COc1ccc(CCn2c(C)c(C(C)=O)c(C(C)=O)c2C)cc1OC	0	-11	-17	4	0.5	110	-25	3	101	-2	104
CCCCNC(=O)CN1C(=O)NC(CCc2ccccc2)C1=O (stereo not drawn)	-3	-3	-1	3	0.4	100	2	-7	?	-2	100
O=C(OCc1ccccc1)N1CCOCCOCCN(C(=O)OCc2ccccc2)CCOCCOCC1	1	0	4	4	2.5	97	0	0	99	0	99
CN(CCCNC(=O)c1cn(C)c2ccc(S(=O)(=O)N(C)C)cc2c1=O)c1ccccc1	-7	-1	-4	3	0.1	95	-2	-9	100	-13	87
Cn1c(=O)c2[nH]cnc2n(-c2ccccc2)c1=O	-7	3	-3	3	-0.2	102	-4	-11	106	-10	105
Cc1cccc(CC(=O)Nc2cc(=O)n(C)c(=O)n2C)c1	-8	-5	-9	10	0.8	100	0	-13	103	-8	103
CCCc1cc(=O)[nH]c(SCC(=O)c2cc(C)n(C)c2C)n1	-1	2	-1	1	-0.1	103	3	-9	98	-5	102
Cc1ccc(C)c(C(=O)n2cnnc2N)c1	-5	2	-2	0	-0.2	94	-1	-11	95	-11	92
Nc1nncn1C(=O)CCCOc1ccccc1	-1	-3	-2	-1	-0.1	100	-1	-1	95	0	92
CCC(=O)Nc1ccc(C(=O)Nc2cc(C)on2)cc1	0	0	1	4	0.8	98	1	0	99	-1	100
c1ccc(-n2cnc3cc(NCc4cccs4)ccc32)cc1	-6	0	1	2	0.3	101	-3	7	97	2	96
CC(=O)N1N=C(c2ccc(C)cc2)OC1c1ccc(Br)cc1 (stereo not drawn)	-5	-5	-3	19	0.6	100	-3	-6	102	-1	102
COc1ccc(CSc2cccc3cccnc23)cc1[N+](=O)[O-]	-12	-2	-8	19	1.3	99	-3	-12	99	-7	100
Cc1ccc(NC(=O)COC(=O)CN2C(=O)C3CCCCC3C2=O)cc1S(=O)(=O)N1CCOCC1 (stereo not drawn)	0	0	-3	3	0.8	98	-1	0	100	0	101
O=C1NC(Cc2c[nH]c3ccccc23)C(=O)N1Cc1cccc2ccccc12 (stereo not drawn)	-1	3	-1	0	0.2	101	-4	0	98	5	101
COc1ccc2cc(Br)ccc2c1CC(=O)NCC1CCCO1 (stereo not drawn)	-1	-1	-1	15	1.3	101	1	-3	97	-1	102
COc1cc(/C=C/C(=O)O)cc(S(=O)(=O)NCCO)c1OC	24	24	33	18	0.2	85	23	26	88	15	94
O=C(c1ccc(S(=O)(=O)c2cccc(Cl)c2)c([N+](=O)[O-])c1)N1CCN(Cc2ccccc2)CC1	-8	-3	-6	8	7.8	101	-5	-16	98	-12	103
C/C=C/C(=O)OCC(=O)Nc1ccc(OC)c(OC)c1	1	0	0	2	-0.1	101	3	0	?	0	98

New compounds follow
SMILES	Bim-Bcl-B	Bim-Bcl-W	Bcl-XL Bim block	ABCG2 block	ABCB1 block	RGS8-Gao reg	Bim-Mcl-1	Bim-Bfl-1	RGS7-Gao	Bim-Bcl-2	RGS4-Gao reg
O=P(COCCCCCOCP(=O)(c1ccccc1)c1ccccc1)(c1ccccc1)c1ccccc1	-4	-1	0	-11	-1.0	102	1	-5	105	-3	102
CCN(CC)CCCNC(=O)c1ccc2c(Cl)c3c(nc2c1)CCCC3	-6	-3	-2	7	-0.3	101	-6	-6	117	-3	104
Cc1ccc(SC(C)C(=O)NCC(C)C)cc1 (stereo not drawn)	-5	1	0	-5	0.6	98	1	-12	99	-7	98
CCOc1ccc(N(CC(=O)NC2CCCC(C)C2C)S(=O)(=O)c2c(C)noc2C)cc1 (stereo not drawn)	-7	-2	-3	2	1.3	102	-2	-12	103	-8	102
COc1ccc(C(=O)Nc2oc(-c3ccccc3)c(-c3ccccc3)c2C#N)cc1	0	0	-4	3	0.2	99	-4	-2	97	-2	99
CC(C)CNC(=O)COC(=O)c1cc(Cl)cc(Cl)c1N	-7	2	12	5	0.9	95	-6	-13	95	-7	93
O=C(CCNc1n[nH]c(=O)[nH]c1=O)N1CCCCC1	-2	-1	0	-3	-2.8	95	0	-3	93	0	95
O=C(COc1ccc(Cl)cc1)NCc1nnc(SCC(=O)c2ccccc2)o1	-8	2	-5	2	0.3	99	1	-14	101	-3	99
O=C(c1cn(-c2ccccc2)nc1-c1cccnc1)N1CCCCC1	-4	-2	-3	3	1.1	101	-5	-2	100	-3	101
CNC(=O)c1sc(-c2cccs2)nc1C	-5	4	0	3	0.5	104	-2	0	102	2	102
COc1ccc(NC(=O)NCCC2=CCCCC2)cc1	-1	-1	-2	3	0.2	99	2	-1	99	-2	99
Cc1cc(C)nc(NC(=O)CSc2nc3ccccc3o2)n1	-11	2	-12	3	0.1	101	0	-8	103	-4	101
CC(=O)c1c(C)[nH]c(C(=O)OCC(=O)Nc2cc(C(F)(F)F)ccc2N2CCOCC2)c1C	-11	-5	0	-1	-0.7	103	-4	-8	98	-10	102
O=C(N/N=C/c1c[nH]c2ccccc12)c1cccc([N+](=O)[O-])c1	-5	-1	-3	24	-0.5	101	-1	-5	101	-5	106
COc1ccc(NC(=O)C2=C(C)NC(=O)NC2c2cccc(OC)c2OC)c(OC)c1 (stereo not drawn)	-2	-3	-3	2	0.4	99	43*	-1	108	-2	107
C=C1N(c2cccc(Cl)c2)C(=O)OC1(C)C	-5	-2	-4	2	0.4	100	-4	-6	101	-8	100
CCCCNC(=O)CCc1c(C)nc2nc(-c3cc(OC)cc(OC)c3)nn2c1C	-2	-2	-2	2	0.9	96	-2	-4	98	-2	90
CCOC(=O)CNC(=O)CCNS(=O)(=O)c1ccc2c(c1)c(=O)n(C)c(=O)n2C	-8	1	-2	5	1.5	102	-5	-17	98	-9	101
Cc1ccc(/C(=N/Nc2nc3ccccc3s2)C2=C(O)c3ccccc3C2=O)cc1	-11	-4	-11	7	0.5	108	-17	-1	103	0	102
O=C(Nc1cccc(F)c1)C1CCN(C(=O)c2ccccc2Cl)CC1	-8	-7	-4	1	0.3	102	-7	-6	106	-2	104
O=[N+]([O-])c1nn(-c2ccc(Cl)cc2)n(O)c1=NCc1cccnc1	-2	1	-1	4	1.1	93	-3	3	100	2	98
O=C(Nc1ccncc1)C1CC1c1ccccc1 (stereo not drawn)	-6	4	-1	2	0.4	101	0	-5	99	-3	102
CCOC(=O)c1cc([N+](=O)[O-])c([N+](=O)[O-])cc1NC(C)=O	-2	1	1	12	4.5	91	0	12	109	10	100
COC(=O)c1ccc(Cn2nc(C)c([N+](=O)[O-])c2C)o1	-1	1	2	0	2.0	104	1	-5	105	-3	98
COc1cccc(NC(=O)CSc2nc3ccccc3n2C)c1	-2	-5	1	3	-0.5	98	-21	-2	99	0	100

The listing continues:
SMILES	Bim-Bcl-B	Bim-Bcl-W	Bcl-XL Bim block	ABCG2 block	ABCB1 block	RGS8-Gao reg	Bim-Mcl-1	Bim-Bfl-1	RGS7-Gao	Bim-Bcl-2	RGS4-Gao reg
COc1ccc(CC(=O)NNC(=O)Cc2ccc(OC)cc2)cc1	-2	2	-1	-1	-0.7	99	-1	-2	?	-3	100
CC(c1ccco1)N(Cc1ccco1)C(=O)Nc1ccccc1 (stereo not drawn)	-8	1	0	9	0.9	99	-1	-9	101	-10	95
O=C(NC1CCCCC1)C(c1ccccn1)N(C(=O)Cc1cccs1)c1ccc(Cl)cc1 (stereo not drawn)	1	0	0	0	1.0	99	0	0	100	-3	100
CCOC(=O)/C(C)=N/NC(=O)c1ccc([N+](=O)[O-])cc1	-5	-3	-2	1	0.0	100	-3	-4	?	-4	100
COc1cc(/C=N/NC(=O)CCN2CCN(C(c3ccccc3)c3ccccc3)CC2)ccc1O	-7	-5	-9	8	1.9	99	-6	-6	98	-5	100
N#Cc1c(Nc2ccccc2)sc(C(=O)c2ccc(F)cc2)c1N	-9	-3	-4	-13	-2.0	105	-2	-17	101	-10	103
C=CS(=O)(=O)c1ccc(Oc2ccc(S(=O)(=O)C=C)cc2)cc1	-23	-6	-8	5	0.6	101	-6	4	107	0	101
CCOC(=O)c1c(C)c(C(=O)NCc2cccnc2)c(C)n1CC	-3	-2	-1	2	0.3	100	1	0	94	0	92
O=C(O)Cc1csc(-c2ccccc2)n1	-2	-5	-3	3	-0.1	99	0	-3	101	-2	100
Nc1cc(=O)[nH]c(SCC(=O)Nc2nnc(-c3ccccc3)s2)n1	-1	-2	-2	-1	-0.2	100	0	-2	99	-2	95
O=c1cc(-c2ccccc2)[nH]c2ccccc12	-1	2	0	2	0.0	103	0	-1	100	0	107
Cc1ccc(/C=C/C(=O)O)cc1S(=O)(=O)N(CCO)CCO	-3	-2	-4	9	2.6	82	0	1	97	0	96
O=C1CC(c2cc3c(cc2Br)OCO3)C2=C(CCCC2=O)N1 (stereo not drawn)	-2	-2	-1	0	0.1	100	-3	-1	100	-4	102

Complete entries as entered above:
Results for Cc1ccc(S(=O)(=O)NNC(=O)c2ccccc2O)cc1 : Bim-Bcl-B: -4; Bim-Bcl-W: 0; Bcl-XL Bim block: -3; ABCG2 block: 2; ABCB1 block: 0.5; RGS8-Gao reg: 101; Bim-Mcl-1: -1; Bim-Bfl-1: -14; RGS7-Gao: 101; Bim-Bcl-2: -9; RGS4-Gao reg: 100
Results for Cc1cc(C)nc(NC(=O)CSc2nc3ccccc3o2)n1 : Bim-Bcl-B: -11; Bim-Bcl-W: 2; Bcl-XL Bim block: -12; ABCG2 block: 3; ABCB1 block: 0.1; RGS8-Gao reg: 101; Bim-Mcl-1: 0; Bim-Bfl-1: -8; RGS7-Gao: 103; Bim-Bcl-2: -4; RGS4-Gao reg: 101
Results for O=C(Nc1ccncc1)C1CC1c1ccccc1 (stereo not drawn) : Bim-Bcl-B: -6; Bim-Bcl-W: 4; Bcl-XL Bim block: -1; ABCG2 block: 2; ABCB1 block: 0.4; RGS8-Gao reg: 101; Bim-Mcl-1: 0; Bim-Bfl-1: -5; RGS7-Gao: 99; Bim-Bcl-2: -3; RGS4-Gao reg: 102
